PPARg SRC2 recr: agonists of SRC-2 recruitment by human PPARgamma; AID 1032; P37231; 200,000 compounds, 0.34% hits; activation, % at 8 µM; PPARgamma LBD-SRC-2 recruitment, biochemical; in the data active means activation above about 22%;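 further: 0% = vehicle and 100% = reference agonist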
PPARg SRC3 recr: PPARgamma-driven SRC-3 recruitment agonism; P37231; biochemical PPARgamma/SRC-3 coactivator recruitment assay; activation, % at 8 µM; 200,000 compounds, 0.26% hits; AID 731; in the data active means activation above about 23%;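 further: 0% = DMSO and 100% = reference agonist; some compounds past the cut are filed as inactive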
STAT3 inh: reduces IL-6 driven STAT3 reporter signal; inhibition, % at 5.5 µM; U3A cells, IL-6 STAT3-luciferase reporter, luminescence; host cell line lacks STAT1; 190,000 compounds, 0.89% hits;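 active means inhibition above the mean inhibition across all screened compounds plus 3 SD, cut at about 44% in these data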;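 further: 0% = DMSO only wells and 100% = 100 µM nifuroxazide control wells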
STAT1 blocker: reduces IFN-gamma driven STAT1 reporter signal; NIH 3T3 STAT1-luciferase reporter, luminescence; 200,000 compounds, 0.35% hits; inhibition, % at 5.5 µM;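 active means inhibition above a set limit, the mean inhibition across all tested compounds plus 3 SD, cut at about 34% in these data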;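 further: 0% = IFN-gamma with DMSO and 100% = IFN-gamma with 300 µM nifuroxazide; values of inactives mirror those of a sister screen read the other way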
RAM network inh: inhibitors of the yeast RAM network | S. cerevisiae dse1pr::URA3 reporter, 5-FOA growth OD615, 2 d; analog-sensitive cbk1-as2 kinase mutant strain | inhibition, % at 50 µM | 190,000 compounds, 1.8% hits | AID 868;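 active means inhibition above a set limit, 3 SD over mean compound inhibition, cut at about 8.4% in these data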;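 further: 0% = DMSO-only wells with no growth and 100% = 10 µM 1-NA-PP1 full growth; inhibition rescues growth on 5-FOA so higher OD means more RAM inhibition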
SRC2 TRFRET art: TR-FRET artefact, counter-screen to PPARgamma/SRC-2 agonist assay; hits give high values; TR-FRET ratio at 8 µM; 200,000 compounds, 0.4% hits; AID 1049; in the data active means TR-FRET ratio above about 2000; further: inactives centre near 1500
PPARg SRC-1 ag: promotes SRC-1 coactivator recruitment by human PPARgamma. activation, % at 8 µM. PPARgamma-SRC-1 coactivator recruitment biochemical assay. 200,000 compounds, 0.41% hits. P37231; in the data active means activation above about 19%;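 further: 0% = DMSO and 100% = reference agonist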
TLR4-MyD88 BLA: blocks binding of human TLR4 to MyD88 | 200,000 compounds, 0.18% hits | AID 861 | O00206+Q99836 | HeLa CL3-4 TLR4/MyD88 BLA complementation, FRET ratio | inhibition, % at 8.4 µM; in the data active means inhibition above about 25%;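 further: 0% = vehicle and 100% = reference inhibitor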
Target sequence (O00206 whole entry, looked up): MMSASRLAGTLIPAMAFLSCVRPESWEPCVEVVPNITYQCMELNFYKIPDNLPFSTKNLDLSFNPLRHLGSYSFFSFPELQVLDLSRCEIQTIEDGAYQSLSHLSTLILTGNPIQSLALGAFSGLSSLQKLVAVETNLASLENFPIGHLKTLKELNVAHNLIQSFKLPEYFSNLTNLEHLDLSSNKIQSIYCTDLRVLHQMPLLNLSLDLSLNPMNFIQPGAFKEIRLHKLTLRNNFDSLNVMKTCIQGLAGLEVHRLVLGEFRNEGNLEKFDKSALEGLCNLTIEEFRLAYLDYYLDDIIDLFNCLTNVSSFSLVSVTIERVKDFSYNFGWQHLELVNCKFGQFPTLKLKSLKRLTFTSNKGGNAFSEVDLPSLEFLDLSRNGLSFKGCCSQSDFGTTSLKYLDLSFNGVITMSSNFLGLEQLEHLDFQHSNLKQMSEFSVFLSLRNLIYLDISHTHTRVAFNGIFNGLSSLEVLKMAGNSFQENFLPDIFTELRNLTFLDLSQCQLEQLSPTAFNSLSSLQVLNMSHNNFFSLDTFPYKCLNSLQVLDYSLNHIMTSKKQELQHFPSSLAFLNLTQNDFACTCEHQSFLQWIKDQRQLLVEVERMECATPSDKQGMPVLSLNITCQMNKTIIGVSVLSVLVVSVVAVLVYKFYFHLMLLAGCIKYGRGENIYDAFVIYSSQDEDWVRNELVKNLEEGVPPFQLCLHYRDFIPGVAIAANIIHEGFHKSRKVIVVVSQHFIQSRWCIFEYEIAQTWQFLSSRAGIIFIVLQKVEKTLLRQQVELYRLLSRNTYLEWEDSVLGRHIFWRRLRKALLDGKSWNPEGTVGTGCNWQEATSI
Target sequence (Q99836 whole entry, looked up): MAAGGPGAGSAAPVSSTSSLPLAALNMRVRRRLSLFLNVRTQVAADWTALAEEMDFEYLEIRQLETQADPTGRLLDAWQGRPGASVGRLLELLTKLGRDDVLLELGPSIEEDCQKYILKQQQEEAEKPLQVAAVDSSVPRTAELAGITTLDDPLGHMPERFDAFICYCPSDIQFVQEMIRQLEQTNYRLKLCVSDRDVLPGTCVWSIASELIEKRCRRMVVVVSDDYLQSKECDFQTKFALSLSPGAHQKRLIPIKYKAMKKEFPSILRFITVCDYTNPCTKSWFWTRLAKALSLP
STAT3 activator: increases IL-6 driven STAT3 reporter signal | AID 871 | 190,000 compounds, 0.91% hits | activation (% of control), % at 5.6 µM | U3A cells, IL-6 STAT3-luciferase reporter, luminescence; 100% = signal with IL-6 EC80 alone;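 active means activation above the screen-wide mean of compound activation plus 3 SD, cut at about 130% in these data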;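 further: 0% = background luminescence of wells with medium and substrate only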
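Material: STAT3-luciferase reporter U3A cells. Controls: IL-6-treated wells, 100% activation. Read-out: % activation versus median of IL-6-stimulated wells. Probe or stimulus: IL-6 stimulus at 33 ng/mL final. Timing: compound 1 h, then IL-6 6 h at 37 °C. Signal: reporter luminescence signal.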
ROMK primary: modulates human ROMK potassium channel activity; P48048; Tet-inducible ROMK, thallium flux fluorescence; actives lie on both sides; AID 1918; B-score at 10 µM; 130,000 compounds, 2% hits;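 active means signal ratio slope over the read window, or its plate-corrected B-score, at least 3 SD from the plate mean, either direction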;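 further: B-score of the F/F0 ratio slope over 7 to 12 s after thallium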
S1P3 antag: S1P3 (human) receptor antagonism; 170,000 compounds, 0.27% hits; CHO S1P3 NFAT-BLA reporter, FRET fluorescence, antagonist mode; inhibition, % at 4.98 µM;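 active means inhibition above the plate cutoff, the mean inhibition of test wells on that plate plus 3 SD, cut at about 28% in these data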;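 further: cells challenged with S1P at its EC80 of 0.8 µM; blue over green emission ratio from cleaved BLA substrate after 4 h stimulation; 0% = S1P-stimulated wells and 100% = unstimulated DMSO-only wells; some compounds past the cut are filed as inactive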
Numbers without * were called inactive; . = not tested or not shown. An unsorted share of the library. Share with any hit: about 5.6%.

SMILES	PPARg SRC2 recr	PPARg SRC3 recr	STAT3 inh	STAT1 blocker	RAM network inh	SRC2 TRFRET art	PPARg SRC-1 ag	TLR4-MyD88 BLA	STAT3 activator	ROMK primary	S1P3 antag
CCCC(=O)Nc1ccc2c(c1)nc(CN1CCCC1)n2C	6	4	1	1	1.2	1411	2	17	97	1.4	.
O=C(CSc1nnc(CCCN2C(=O)c3cccc4cccc(c34)C2=O)n1-c1ccccc1)N1CCCCC1	-6	3	-4	6	3.3	1454	8	-5	100	.	2
O=c1[nH][nH]cc1C=NCc1cccc(C(F)(F)F)c1	-2	0	-1	-4	-0.8	1645	5	6	107	0.44	16
COc1cc(NC(=O)CSc2nccc(C)n2)c(C)cc1[N+](=O)[O-]	-3	0	-7	-6	3.9	1569	3	5	106	-1	-6
O=C1NCC(COCc2ccco2)O1 (stereo unspecified)	-5	11	4	-12	0.8	1468	2	0	101	-0.28	-12
Clc1ccc(-c2csc(Nc3ccccc3)[n+]2Cc2ccco2)c(Cl)c1	9	0	-4	-43	14*	1386	-2	-2	103	-0.4	-1
O=C(COc1ccc(N2C(=O)c3ccccc3C2=O)cc1)c1ccccc1	-1	-1	27	11	3.2	1458	-2	-6	79	0.021	-3
O=C(Nc1ccc2c(c1)nc1n2CCOC1)c1ccccc1	-4	0	12	-28	1.3	1481	6	8	96	-0.34	-6
CCc1ccc(NC(=O)c2noc3c2CCC3)cc1	-1	-2	-2	-5	1.4	1282	-2	1	108	1	.
Cc1ccc(C(=O)NNC(=O)CCC(=O)Nc2cccc(Cl)c2C)cc1	13	-2	13	-3	5.1	1573	2	13	91	.	4
O=C(c1ccco1)N(CCC(c1ccccc1)c1ccco1)Cc1ccco1 (stereo unspecified)	0	1	-26	-2	8.8*	1535	-1	6	121	.	.
CN(Cc1ccccc1)c1ccc2nnc(-c3ccccc3)n2n1	-6	0	-26	0	-2.3	1485	1	-14	122	-3.7*	1
Cn1nnc(C(O)CNCc2ccc(Cl)cc2)n1 (stereo unspecified)	2	-2	13	6	0.1	1591	0	-1	98	0.37	0
COCc1ccc(C(=O)N2CCCC(CCC(=O)NCc3ccccc3F)C2)o1 (stereo unspecified)	-10	-3	-8	2	1.9	1479	-5	3	111	0.58	-3
CCOc1ccc(NC2c3ccccc3C(=O)N2Cc2ccc3c(c2)OCO3)cc1 (stereo unspecified)	5	0	7	7	4.0	1560	5	8	98	.	.
COc1ccc2cnnc(SCC(=O)Nc3ccc(C(=O)O)cc3)c2c1OC	6	8	5	4	2.9	1465	10	-7	99	-0.019	-15
C#CCOCCOCCOCCNc1nc(N2CCN(C(=O)Cn3cc(CC(C)O)nn3)CC2)nc(N2CCN(C(=O)[C@H](C)n3cc(CCCN=C(N)N)nn3)CC2)n1 (stereo partly specified)	16	1	1	3	0.8	1590	5	-5	97	2.5	-19
O=C1N=c2ccccc2=C1c1sc(Nc2ccc(O)cc2)nc1O	4	2	2	-20	2.1	1511	1	27*	101	-0.18	-6
O=C(NCc1ccco1)C1CCCN(S(=O)(=O)c2cccc3nonc23)C1 (stereo unspecified)	8	5	1	13	3.1	1614	6	-2	99	0.077	.
O=C(O)CSc1nnc(-c2ccc(S(=O)(=O)N3CCCC3)cc2)n1Cc1ccco1	0	9	1	3	0.5	1460	-1	-3	101	0.29	7
O=C(CC1SC(=NC2CCCCC2)NC1=O)Nc1ccccc1 (stereo unspecified)	3	0	-1	-2	0.3	1457	3	-16	103	.	-24
CCC1CCCCN1C(=O)COC(=O)c1n[nH]c2ccccc12 (stereo unspecified)	14	6	1	-17	-0.1	1419	1	6	103	-0.9	.
Cc1cccc(-n2c(C)cc(/C=C3/C(=N)N4C(c5ccccc5)=CSC4=NC3=O)c2C)c1	-2	5	5	7	4.2	1368	-1	3	98	.	-12
O=C(NN1CCOCC1)c1ccc(Cl)cc1	-1	1	1	2	0.5	1483	0	-12	102	0.4	-6
O=C(CCC(=O)Nc1ccc(F)cc1)N/N=C/c1c[nH]c2ccccc12	0	4	1	1	0.1	1655	-2	12	105	-0.5	2
Cc1cccc(NC(=O)Cc2noc3ccccc23)c1	-4	-2	-13	-42	4.9	1285	4	9	113	-1.9	.
CCOC(=O)c1c(N2C(=O)C3CC(C)=C(C)CC3C2=O)sc(C)c1C (stereo unspecified)	-5	-3	-4	-2	1.7	1386	2	6	101	-0.66	.
CCOc1nc(C)cc(C)c1S(=O)(=O)c1cccc(C)c1	-6	-1	-3	4	1.6	1445	-3	1	104	-1.6	-9
O=c1cc(-c2cccc([N+](=O)[O-])c2)[nH][nH]1	13	4	-5	-1	1.3	1592	9	-2	104	-0.7	-1
Cc1ccc(C)n1NC(=O)c1cccs1	-3	0	3	-3	3.0	1562	-6	-1	101	.	-12
COc1cc(CNn2nnnc2N)ccc1OCc1c(Cl)cccc1Cl	-1	7	28	7	3.0	1555	8	-2	80	.	.
Cc1ccc(NC(=S)NC(=O)CC2CC(C)(C)OC2=O)cc1 (stereo unspecified)	-2	1	12	4	2.3	1704	5	-9	99	-0.35	-12
CCOCCn1c(COc2ccccc2)nc2ccccc21	-2	-5	13	-3	1.1	1693	5	2	95	.	11
CN(Cc1cnccn1)Cc1ccccc1OCC(O)CN1CCc2ccccc2C1 (stereo unspecified)	5	2	2	1	0.6	1587	6	9	102	-0.062	-2
NNc1nc2c(Cl)c(Cl)ccc2s1	-2	0	-27	-2	1.8	1489	1	8	125	-0.25	-1
CCCOc1ccc(N2C(=O)CC(N3CCOCC3)C2=O)cc1 (stereo unspecified)	0	6	4	5	2.4	1573	1	4	100	.	-28
Cn1c2c(c(=O)n(C)c1=O)C(c1ccc(O)cc1)Nc1ccccc1O2 (stereo unspecified)	8	4	0	-1	0.4	1661	5	-8	100	-0.04	-4
N=C1CCCN1CC(=O)c1ccc(Cl)cc1	3	-1	6	-14	1.8	1474	-3	-1	97	.	-2
COc1cc(C)c(C)cc1S(=O)(=O)N1CCN(Cc2ccccc2)CC1	6	7	-6	3	-0.3	1471	17	-13	107	-1.3	-29
CCOC(=O)C1=C(C)NC(SCC(N)=O)=C(C#N)C1c1ccncc1 (stereo unspecified)	10	2	8	-4	0.8	1426	3	2	98	.	-4
Cc1ccc(-n2c(Cn3cnc4ccccc43)nnc2SCC(=O)O)cc1	5	-4	0	-7	0.2	1601	2	2	99	-0.012	-14
O=C(CSc1nc2ccccc2[nH]1)NC(=O)NCc1ccco1	5	0	1	-2	1.1	1481	2	-9	105	.	-18
Cn1c(CSc2ncccn2)nnc1SCC(=O)N1CCCC1	1	4	6	-4	2.2	1544	9	-3	97	0.91	-1
COc1ccc(CCN(C)C(=S)NC(=O)c2ccc(F)cc2Cl)cc1OC	-8	-5	8	7	1.8	1649	0	5	99	-1.5	-14
Cc1ccccc1-n1c(SCC(=O)N/N=C/c2c(C)nn(-c3ccccc3)c2C)nc2ccccc2c1=O	1	4	16	5	4.8	1483	-1	-13	89	0.24	12
Cc1ccc(Cl)cc1NC(=O)c1ccccn1	-6	-5	15	-10	1.9	1480	-3	5	91	-1.7	-10
O=C(O)c1cccc(NC(=O)c2cccc(NC(=O)C3CCCO3)c2)c1 (stereo unspecified)	-3	-13	32	26	2.2	1560	-2	1	76	0.17	1
CC1CC1C(=O)OCC(=O)NC(=O)NC12CC3CC(CC(C3)C1)C2 (stereo unspecified)	-3	-4	-10	-29	0.1	1584	-6	-18	113	0.048	-13
Cc1cccc(NC(=O)CSc2nc(NS(=O)(=O)c3ccccc3)cc(=O)[nH]2)c1	-6	-1	8	-5	0.6	1357	-10	-3	96	-0.77	-43
COc1ccccc1CNC(=O)c1ccccc1OC	0	-7	10	-6	0.0	1714	7	9	92	0.033	.
COC(=O)c1ccc2c(=O)n(CC3CCCO3)c(=S)[nH]c2c1 (stereo unspecified)	-3	-7	6	-5	1.4	1502	-7	0	99	.	-2
COc1cc(C(c2sc3nc(C)nn3c2O)N2CCN(c3ccccc3)CC2)cc(OC)c1OC (stereo unspecified)	0	11	-7	-7	16*	1617	6	6	106	.	0
O=C1Nc2ccccc2N(O)N1c1cc(-c2ccccc2)[nH]n1	0	-2	-9	-4	3.3	1542	-7	5	109	0.48	9
Nc1nc(C(F)(F)F)cc(=O)n1N	-4	-2	8	-8	-0.5	1621	-3	1	99	0.1	4
CC(=O)Nc1c2c(nn1-c1ccc(C)cc1C)CSC2	5	-1	8	7	1.0	1513	3	17	97	.	-3
CCCCCc1ccc(CC(=O)O)cc1	-4	-9	1	-3	-1.9	1282	-2	1	104	1	-55
Cc1cc2nc(C(C)(C)C)cc(N)n2n1	3	1	2	-6	2.6	1472	-2	8	98	0.61	-20
CCOC(=O)N(C)S(=O)(=O)c1ccccc1[N+](=O)[O-]	0	-2	-7	-7	2.5	1593	6	-6	107	0.64	-17
CC(C)C(C(=O)NCc1ccco1)N(C(=O)CNS(=O)(=O)c1ccccc1)C1CCCC1 (stereo unspecified)	-5	3	6	3	2.5	1424	0	-2	98	-0.68	-7
CCOC(=O)CNC(=O)C(Cc1ccccc1)NS(=O)(=O)c1ccc2c(c1)CCC(=O)N2 (stereo unspecified)	5	3	3	-3	.	1616	4	14	101	.	20
(further entries)
SMILES	PPARg SRC2 recr	PPARg SRC3 recr	STAT3 inh	STAT1 blocker	RAM network inh	SRC2 TRFRET art	PPARg SRC-1 ag	TLR4-MyD88 BLA	STAT3 activator	ROMK primary	S1P3 antag
Clc1ccc(-c2nnc(CNC3CC3)o2)cc1	0	2	2	-13	-0.1	1596	-9	5	95	.	3
Nn1c(Cc2cccc3ccccc23)nnc1SCc1c(F)cccc1Cl	14	3	-3	15	0.7	1645	6	6	100	-2	11
CC(=O)Nc1ccc2c(c1)CN(c1cc(C)ccc1C)CO2	2	2	31	18	0.4	1515	6	-23	73	.	10
c1ccc2sc(NC3=NCN(CC4CCCO4)CN3)nc2c1 (stereo unspecified)	-1	1	-11	-14	0.4	1535	-2	-1	114	0.1	-14
Cc1c(C(=O)C(=O)N2CCN(C)CC2)c2ccccc2n1C	3	-1	8	-3	1.8	1794	5	4	100	-0.074	-4

Filtered by structure: the compounds so far with a thiophene ring, fused or not
SMILES	PPARg SRC2 recr	PPARg SRC3 recr	STAT3 inh	STAT1 blocker	RAM network inh	SRC2 TRFRET art	PPARg SRC-1 ag	TLR4-MyD88 BLA	STAT3 activator	ROMK primary	S1P3 antag
CCOC(=O)c1c(N2C(=O)C3CC(C)=C(C)CC3C2=O)sc(C)c1C (stereo unspecified)	-5	-3	-4	-2	1.7	1386	2	6	101	-0.66	.
Cc1ccc(C)n1NC(=O)c1cccs1	-3	0	3	-3	3.0	1562	-6	-1	101	.	-12
